Screening data (PubChem)
uPA surface inh = blocks generation of uPA at the cell surface; 0.31% of 330,000 active; cell surface uPA generation assay, qHTS; Potency, µM (titrated, usually from 38.3 µM), without a hit: at the top dose activity change, negative = inhibition, most hits filed as inhibitors; active = well fitted inhibition curve with a large enough effect; inconclusive = small, poorly fitted or top-dose-only effect; inactive = no such curve, though single readings can be large or run the other way; tested in mouse RAW 264.7 cells; also: % is scaled to controls: 0 for no effect and ±100 for the full control effect; nearly all actives have a fitted effect of over 55% in size
FLuc modulator = inhibits or activates purified firefly luciferase, miR-21 counter-screen; P08659; purified FLuc, Km substrates, luminescence inhibition; Potency, µM (doses to about 57.5 µM), inactives show at the top dose activity change, negative = inhibition, actives largely listed as inhibitors; 6.9% of 360,000 active;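 also: plate controls were vehicle for no effect and reference inhibitor for full effect; nearly all actives have a fitted effect of over 55% in size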
Target sequence (P08659 whole entry, looked up): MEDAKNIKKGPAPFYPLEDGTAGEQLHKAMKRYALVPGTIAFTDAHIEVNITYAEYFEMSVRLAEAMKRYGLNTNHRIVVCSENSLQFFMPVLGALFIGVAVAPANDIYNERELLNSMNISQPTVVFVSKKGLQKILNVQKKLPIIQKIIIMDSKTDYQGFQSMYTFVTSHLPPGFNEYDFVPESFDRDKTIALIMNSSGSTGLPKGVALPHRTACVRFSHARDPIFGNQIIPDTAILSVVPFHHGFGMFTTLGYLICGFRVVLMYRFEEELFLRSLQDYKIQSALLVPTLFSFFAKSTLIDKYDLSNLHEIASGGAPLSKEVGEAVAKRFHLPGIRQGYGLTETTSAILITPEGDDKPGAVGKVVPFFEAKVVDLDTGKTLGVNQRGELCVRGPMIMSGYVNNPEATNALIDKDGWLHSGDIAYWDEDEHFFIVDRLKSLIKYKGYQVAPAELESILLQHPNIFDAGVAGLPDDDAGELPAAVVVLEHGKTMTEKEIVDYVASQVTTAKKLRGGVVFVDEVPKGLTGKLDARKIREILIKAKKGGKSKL
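Biochemical qHTS of compounds, final roughly 60 µM downward over six points, against 10 nM purified firefly luciferase using Km concentrations of substrates (10 uM D-luciferin, 10 uM ATP) in Tris acetate pH 7.5 buffer; luminescence output.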
Rab9 prom act = Rab9 promoter activation; Potency, µM (doses to about 9.22 µM), inactives show top-dose activation, negative = inhibition, actives largely listed as activators; Huh7 Rab9 promoter-luciferase reporter, luminescence, 24 h; 2.8% of 320,000 active; also: % of control where 0% means no effect; nearly all actives have a fitted effect of over 60% in size
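Promoter activation is measured as luciferase luminescence in Huh7 cells stably transfected with a Rab9 promoter–luciferase construct, following 24 h compound exposure at 37 °C and 10 min reagent incubation at ambient temperature.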
NPC1 promoter act = NPC1 promoter activation; Huh7 NPC1 promoter luciferase reporter, 24 h; Potency, µM (doses to about 9.22 µM), for inactives: top-dose activation, hits mostly activators; 2.4% of 320,000 active; AID 485313;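 also: % of control where 0% means no effect; nearly all actives have a fitted effect of over 60% in size; reporter is driven by a mutant NPC1 promoter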
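Luminescence read-out of NPC1 promoter-driven luciferase in stably transfected Huh7 cells; compounds delivered in DMSO and left 24 h at 37C, 5% CO2, qHTS titration format.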
Gal4-VP16 FLuc = inhibits Gal4-VP16 luciferase reporter, ROR gamma counter-screen; Drosophila S2 Gal4-VP16 UAS-luciferase, luminescence, 20 h; AID 2546; 3.5% of 310,000 active; Potency, µM (titrated, usually from 53.6 µM), for inactives: top-dose activity, negative = inhibition, hits mostly inhibitors;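 also: Gal4-VP16 expression switched on by copper sulfate through the metallothionein promoter; % is scaled to controls: 0 for no effect and ±100 for the full control effect; nearly all actives have a fitted effect of over 50% in size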
RORg inh = blocks mouse ROR gamma transcriptional activity; 5.4% of 310,000 active; Potency, µM (series often up to 53.6 µM), inactives show top-dose activity change, negative = inhibition, most hits filed as inhibitors; AID 2551; Drosophila S2 Gal4-RORgamma UAS-luciferase reporter, 20 h; P51450; also: % is scaled to controls: 0 for no effect and ±100 for the full control effect; nearly all actives have a fitted effect of over 60% in size
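Drosophila Schneider cells stably carrying a metallothionein-driven Gal4 DBD–ROR gamma fusion and a UAS-Photinus luciferase reporter were exposed to compound for 1 hr, then induced with copper sulfate (700 uM final) for 20 hr at ambient temperature before luminescence reading.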
p53 reactivator = restores transcriptional activity of mutant p53 | AID 504706 | H1299 p53-A138V BP100-luciferase reporter, luminescence, 24 h | 0.063% of 320,000 active | Potency, µM (highest dose often 92.2 µM), for inactives: at the highest dose activity change, positive = activation, most hits filed as activators; also: % of control where 0% means no effect; nearly all actives have a fitted effect of over 45% in size
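p53-null H1299 cells stably carrying temperature-sensitive p53-A138V and a BP100-luciferase reporter were pinned with compounds (4-point, 1:5 series) and held 24 hrs at 37 deg C. Luminescence was read 10 min after detection reagent.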
BRCA1 expr up = activators of BRCA1 expression; MCF7-BRCA1-FFLuc reporter, luminescence, 48 h; response scale: scaled: vehicle 0%, 10 µM genistein 100%; Potency, µM (titrated, usually from 46.1 µM), inactives show top-dose activation, most hits filed as activators; 1.1% of 380,000 active; also: nearly all actives have a fitted effect of over 80% in size; some results filed as inactive show a strong effect at the top dose
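First, MCF7-BRCA1-FFLuc cells (2000/well) attach for 2 h; next, compounds are pin-added and incubated 48 h at 37 °C; finally, luciferase reagent is added and luminescence read after 15 min.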
ELG1 genotoxic = induces genotoxicity in HEK293T cells with luciferase-tagged ELG1 | HEK293T ELG1-luciferase reporter, luminescence, 16 h | Potency, µM (highest dose often 46 µM), for inactives: at the highest dose activity change, positive = activation, usual class: activators | 1.3% of 330,000 active | AID 504466; also: % of control where 0% means no effect; nearly all actives have a fitted effect of over 60% in size
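Step 1: seed 2,000 HEK293T ELG1-luciferase cells per well. Step 2: add compound or DMSO, incubate 16 hr at 37 °C. Step 3: ONE-Glo, 30 min at room temperature, read luminescence.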
MBNL1-CUG inh = MBNL1-poly(CUG) RNA binding inhibition. TR-FRET MBNL1-His/biotin-(CUG)12 binding, 665/545 ratio. Potency, µM (top dose mostly 57.5 µM), for the others: top-dose activity change, negative = inhibition, hits mostly inhibitors. 0.036% of 280,000 active. AID 2675; active = well fitted inhibition curve with a large enough effect in the signal ratio, with a control signal flat, not every such curve was filed as active; inconclusive = small, poorly fitted or top-dose-only effect, or effect the other way, or a change in a side signal; inactive = no such curve, though single readings can be large or run the other way; the % refers to the signal ratio; also: % is scaled to controls: 0 for no effect and ±100 for the full control effect
Target sequence (Q9NR56 whole entry, looked up): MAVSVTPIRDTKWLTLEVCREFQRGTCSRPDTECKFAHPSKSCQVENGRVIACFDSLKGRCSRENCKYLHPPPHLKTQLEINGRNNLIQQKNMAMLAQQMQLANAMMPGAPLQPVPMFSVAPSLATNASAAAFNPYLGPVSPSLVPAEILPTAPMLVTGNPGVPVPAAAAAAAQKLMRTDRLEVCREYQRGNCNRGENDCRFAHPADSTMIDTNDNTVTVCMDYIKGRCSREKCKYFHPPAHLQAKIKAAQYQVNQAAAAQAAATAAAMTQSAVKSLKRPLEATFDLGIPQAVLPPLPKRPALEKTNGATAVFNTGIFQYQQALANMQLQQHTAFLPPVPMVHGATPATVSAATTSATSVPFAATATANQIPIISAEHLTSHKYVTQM
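TR-FRET readout: Ex 340 nm, 665/545 nm emission ratio, normalized to buffer-only (basal) and MBNL1-(CUG)12 controls. Complex of MBNL1-His with Biotin-(CUG)12, compounds 92 nM–58 uM, incubated 60 min at room temperature.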
An asterisk follows results filed as active; ? = inconclusive; nt = not tested or not shown; & = joins results of further samples; [ ] = dose if it differs, or a comment. Unless noted, calls follow the shape of the dose curve; as a rule, active = well fitted curve in the direction sought with a large enough effect; inconclusive = small, poorly fitted or top-dose-only effect, or another doubt; inactive = no such curve, though single readings can be large; an effect the other way counts as inactive or inconclusive. Potency is read from the fitted curve at half-maximal effect.

| No. | SMILES | uPA surface inh | FLuc modulator | Rab9 prom act | NPC1 promoter act | Gal4-VP16 FLuc | RORg inh | p53 reactivator | BRCA1 expr up | ELG1 genotoxic | MBNL1-CUG inh |
| --- | --- | --- | --- | --- | --- | --- | --- | --- | --- | --- | --- |
| 1 | O=C(NC(=S)Nc1ccccc1N1CCCC1)c1ccco1 | -1% | -5% | -2% | 21% | -6% | 18% | -4% | -37% | -4% | 6% |
| 2 | CCOC(=O)/C(=C/Nc1ccc(F)cc1)[N+](=O)[O-] | -28% | 6% | -5% | -1% | -1% | -29% | 0% | -2% | -1% | -2% |
| 3 | Cc1ccc(NC(=S)N2CCc3[nH]c4ccccc4c3C2)cc1 | -11% | -19% | 0% | 1% | -8% | 6.3µM* | 1% | 17% | 0% | 6% |
| 4 | COc1ccccc1N1CCN(C(=O)c2c(-c3ccccc3)noc2C)CC1 | -13% | 3% | -16% | -21% | -6% | -21% | -8% | -77% | 3% | 1% |
| 5 | CCOC(=O)C1=C(O)C(=O)NC(c2ccccc2)=C(OC2CCCCC2)C1 | 3% | -1% | 2% | 3% | 3% | 7% | -8% | -10% | -1% | -4%[11.5 µM] |
| 6 | CCOC(=O)/C=C1\SCC(=O)N1CC(=O)NC(C)c1ccc(F)cc1 (stereo not drawn) | 5% | -1% | -4% | -2% | -4% | -1% | -20% | -22% | 1% | 0% |
| 7 | CCOC(=O)c1c(/N=C/C2=C(O)CCCC2=O)sc(C)c1C | -5% | 0% | 2% | 1% | -1% | 26% | 5% | 3% | 1% | -8% |
| 8 | CCOC(=O)c1ccc(Nc2cnc3ccccc3n2)cc1 | 17% | 2.4µM* | 1.8µM* | 2.2µM* | 6% | 0% | -5% | ? | 9.2µM* | 0% |
| 9 | O=C(COc1ccc(Br)cc1Cl)NC1CCN(Cc2ccccc2)CC1 | 1% | 0% | 4% | -1% | -5% | 33% | -3% | -10% | -13% | -5% |
| 10 | COc1ccc([N+](=O)[O-])cc1N(CC(O)CN(C)C)S(=O)(=O)c1ccccc1 (stereo not drawn) | 1% | -2% | 1% | -8% | 6% | -8%[10 µM] | 2% | 0% | 0% | nt |
| 11 | O=C(CNC(c1ccccc1)c1ccccc1)Nc1ccccc1F | -2% | 1% | -1% | -2% | -2% | -15% | -1% | -77% | 0% | 1% |
| 12 | COc1cc(=O)n(C)c2cc(N(C)C)ccc12 | -9% | -12% | -2% | 1% | 21% | 0% | -13% | -25% | ? | 1% |
| 13 | CSc1ccccc1NC(=O)CN(C)C(=O)c1c(C)nn(Cc2ccccc2)c1C | 8% | 4% | -2% | 0% | nt | nt | 1% | -4% | 1% | nt |
| 14 | COc1ccccc1N1CCc2c(C)nc3c(OC)cccc3c21 | -9% | 6% | -15% | -9% | -4% | -11% | -4% | -42% | -6% | ? |
| 15 | O=c1[nH]c(/C=C/c2ccccc2Cl)nc2ccccc12 | ? | 0.85µM* | 0.4µM* | ? | 15% | -4% | ? | ? | 2.1µM* | 2% |
| 16 | COc1cccc(C(=O)NN2C(=O)C3C4C=CC(O4)C3C2=O)c1 (stereo not drawn) | 3% | 3% | -3% | -1% | 10% | -31% | -2% | -14% | 0% | 1% |
| 17 | COc1cc(CCCN2CCNC[C@@H]2C(C)O)cc(OC)c1OC (stereo partly drawn) | 5% | -1% | -5% | -4% | nt | nt | 0% | 5% | 1% | nt |
| 18 | Cn1c(=O)cc(SCC(=O)NCc2ccc(F)cc2)c2ccccc21 | -13% | -8% | 1% | -3% | -6% | 10% | 0% | -16% | -2% | 6% |
| 19 | Cc1noc(C)c1COC(=O)CCN1c2ccccc2Sc2ccccc21 | 1% | 2% | -5% | 0% | 0% | 33% | -4% | 25% | -13% | -6% |
| 20 | O=C(/C=C/c1ccco1)NCC1COc2ccccc2O1 (stereo not drawn) | -2% | ? | 16% | 20% | 11µM* | 3% | 2% | -4% | -1% | 3% |
| 21 | COc1ccc(N2C(=NC(=O)C3CCCCC3)SC3CS(=O)(=O)CC32)c(OC)c1 (stereo not drawn) | 0% | 0% | 6% | -1% | -5% | -11% | -3% | 12% | 2% | 2% |
| 22 | CCCOc1ccc(C2C(=O)N(C3CCCCCC3)CC(=O)N2Cc2ccco2)cc1OC (stereo not drawn) | -5% | 3% | 0% | -3% | 5% | -5% | -3% | -55% | 1% | 1% |
| 23 | O=C(Nc1nccs1)c1cc(-c2ccco2)nc2ccccc12 | -1% | ? | 3% | -1% | 7% | -27% | -3% | -72% | -8% | 7% |
| 24 | N/C(=N\OC(=O)CCC1CCCC1)c1ccc(Br)cc1 | -6% | ? | 10% | 10% | 17% | -15% | 2% | 56% | 17% | 2% |
| 25 | Cc1ccc(NC(=O)CCNS(=O)(=O)c2cc(Br)cnc2N)c(Cl)c1 | nt | -1% | -7% | -1% | -5% | -1% | -3% | nt | -3% | 5% |
| 26 | O=C(NC1CCCC1)c1ccc(CS(=O)(=O)c2cccc(C(F)(F)F)c2)o1 | 1% | 6% | -1% | -4% | 8% | 3% | 0% | 8% | 1% | -10% |
| 27 | Cc1cccc(NS(=O)(=O)c2ccc(-n3cccn3)cc2)c1C | 0% | 0%&-15% | -9% | -1% | 2% | 13% | -2% | -35%&-23% | -9% | -3% |
| 28 | Cc1ccc(NC(=O)c2ccc(CSc3ncnc4nc[nH]c34)cc2)c(C)c1 | -1% | 1% | -3% | 2% | 6% | 6% | -3% | 0% | -7% | -5% |
| 29 | CCCC[n+]1c(-c2ccc(Cl)cc2Cl)csc1Nc1ccccc1 | -2% | ? | 19% | 12% | ? | 133% | 7% | 43% | -1% | nt |
| 30 | CCCc1cc(CNC(=O)C2CCC(=O)N(Cc3ccccc3F)C2)on1 (stereo not drawn) | -1% | 3% | 14% | 2% | 18% | 1% | -8% | 3% | -2% | -3% |
| 31 | CCOC(=O)C(CCCOc1ccc(C(C)CC)cc1)C(=O)OCC (stereo not drawn) | 6% | 3% | -1% | -6% | ? | 2.8µM* | -6% | -54% | -2% | -4% |
| 32 | Cn1c(Cc2cccs2)nnc1SCc1nc2ccccc2[nH]1 | 5% | -1% | -5% | 8% | -3% | 9%[10 µM] | 5% | -10% | 0% | -3% |
| 33 | O=C(NCc1cccs1)c1cc(-c2cccs2)on1 | 5% | ? | 3.5µM* | 3.5µM* | -12% | 8% | ? | 68% | ? | 5% |
| 34 | CSc1nc2c(c(=O)n1-c1ccc(F)cc1)SCC2 | -6% | 4% | -2% | -4% | -8% | -29% | 0% | 0% | 4% | 17% |
| 35 | CC1(C(=O)O)CCC(C(=O)N2CCOCC2)C1(C)C (stereo not drawn) | 2% | 1% | -1% | 17% | -8% | -41% | 6% | 16% | -7% | -17% |
| 36 | COc1ccccc1C(=O)N/C(=C/c1ccc2c(c1)OCO2)C(=O)Nc1ccc(C(=O)O)cc1 | nt | -15% | -2% | 1% | -4% | 3% | 7% | 8% | -28% | 18% |
| 37 | O=C(Nc1ccc(C2CC2(Cl)Cl)cc1)c1ccccc1Br (stereo not drawn) | 4% | ? | 21% | 16% | -7% | 4% | ? | 24% | 5% | nt |
| 38 | O=C(O)CCCCN1C(=O)/C(=C\c2ccc(OCc3ccccc3)c(OCc3ccccc3)c2)SC1=S | 5% | 4% | -5% | -3% | -25% | 31% | -2% | -35% | -2% | 6% |
| 39 | Cc1ccc(Cc2c(C)nc3nc(SCC(=O)NCCCN4CCOCC4)nn3c2C)cc1 | 2% | -2% | -2% | 1% | 15% | 6% | 2% | -33% | 0% | nt |
| 40 | N/C(=N\OC(=O)CCCOc1ccccc1)c1cccc(Br)c1 | 3% | ? | 0% | -2% | 0% | -2% | -3% | 13% | -1% | -5% |
| 41 | CCn1cc(/C=N\NC(=O)c2ccc3c(c2)c(C)c(C)n3Cc2ccccc2)c(C)n1 | -4% | -2% | 2% | -1% | ? | ? | -3% | -25% | 1% | 0% |
| 42 | COc1ccccc1COC(=O)Nc1c(C)nn(C)c1Cl | nt | 6% | -1% | -4% | -1% | 37% | -7% | -23% | -4% | -1% |
| 43 | COc1cccc(/C=N/NC(=O)C(=O)Nc2ccccc2OC(F)(F)C(F)F)c1 | -10% | 0% | -1% | 0% | -25% | -29% | 21% | -29% | 6% | -4% |
| 44 | Cc1ccccc1CSCCNC(=O)c1ccccc1 | 6% | -14% | -2% | -1% | 7% | 16% | -6% | -13% | -1% | -9% |
| 45 | O=C(Cc1ccc(S(=O)(=O)N2CCOCC2)s1)Nc1ccc(N2CCOCC2)cc1 | 3% | -12% | ? | 27% | -8% | 38% | 4% | 29% | ? | ? |
| 46 | Cc1cc(N2CCCc3ccccc32)n2ncnc2n1 | -25% | -3% | 1% | -2% | 3% | 13% | 0% | 4% | 10% | -4% |
| 47 | CC(=O)c1c(C)[nH]c(C(=O)CSc2nnc(-c3ccc(Cl)cc3)n2CC2CCCO2)c1C (stereo not drawn) | 5% | 7% | 0% | 1% | 3% | 14% | -4% | -32% | -8% | -4% |
| 48 | CCOc1ccc(CCNC(=O)CCc2nnc3ccc(N4CCOCC4)nn23)cc1OCC | 0% | 2% | -1% | -2% | -9% | 0% | 12% | 0% | -4% | -10% |

Some entries already given, reduced to NPC1 promoter act and Rab9 prom act.
item	Compound	NPC1 promoter act	Rab9 prom act
31	CCOC(=O)C(CCCOc1ccc(C(C)CC)cc1)C(=O)OCC (stereo not drawn)	-6%	-1%
32	Cn1c(Cc2cccs2)nnc1SCc1nc2ccccc2[nH]1	8%	-5%
